AddAB inh: less growth of phage-infected E. coli with AddAB; E. coli expressing H. pylori AddAB, absorbance growth; inhibition, % at 11.9 µM; hit rate 0.29% among 330,000; AID 435030; in the data active means inhibition above about 12%;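 further: 0% = vehicle wells of infected cells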
PvdQ acylase: P. aeruginosa PvdQ acylase inhibition; purified PvdQ acylase, fluorescence plate reader; inhibition, % at 10 µM; hit rate 0.063% among 340,000; AID 488965; in the data active means inhibition above about 30%, passing the limit was not always enough; inconclusive means no clear call, values can overlap the other calls;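 further: 0% = vehicle neutral wells and 100% = reference inhibitor wells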
PfHsp90 yeast 2: growth inhibition of yeast expressing Plasmodium Hsp90. S. cerevisiae expressing PfHsp90, BacTiter-Glo ATP, 48 h; yeast lacking PDR1 and PDR3 efflux regulators. inhibition, % at 9.4 µM. hit rate 0.32% among 310,000. AID 504621;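 active means every replicate shows inhibition above about 80%, whatever the replicate mean, limit read from the data; inconclusive means mean inhibition reaches the set limit but some replicate falls short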;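 further: 0% = DMSO neutral controls and 100% = 20 µM radicicol positive controls; yeast relying on Plasmodium falciparum Hsp90 in place of its own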
Tat transport: inhibitors of E. coli Tat protein transport; E. coli MC4100 TorA-mCherry Tat export, fluorescence; inhibition, % at 10 µM; hit rate 0.036% among 340,000; AID 488895;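 active means mean replicate inhibition at least 50% and at least half of replicates individually reaching 50%; inconclusive means only one of the two criteria met; inactive means neither criterion met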;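 further: exported cargo escapes ClpAP degradation while cytoplasmic cargo is degraded and loses fluorescence; 0% = median of neutral control wells and 100% = median of NaSCN control wells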
DAGLB inh: blocks human DAGLB lipase activity; HEK293T DAGLB membrane lysate, EnzChek fluorogenic substrate; inhibition, % at 5.17 µM; hit rate 0.059% among 340,000; AID 504411; in the data active means inhibition above about 34%;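 further: 0% = enzyme with vehicle and 100% = wells lacking enzyme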
Rtt109 Vps75: C. albicans Rtt109 histone acetyltransferase inhibition; hit rate 0.16% among 330,000; inhibition, % at 34.9 µM; Q5AAJ8; purified Rtt109/Vps75, ThioGlo CoA-SH fluorescence, 4 h;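 active means inhibition of at least 50% in every replicate; inconclusive means best replicate reaches 50% inhibition but some replicates fall short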
Target sequence (Q5AAJ8 whole entry, looked up): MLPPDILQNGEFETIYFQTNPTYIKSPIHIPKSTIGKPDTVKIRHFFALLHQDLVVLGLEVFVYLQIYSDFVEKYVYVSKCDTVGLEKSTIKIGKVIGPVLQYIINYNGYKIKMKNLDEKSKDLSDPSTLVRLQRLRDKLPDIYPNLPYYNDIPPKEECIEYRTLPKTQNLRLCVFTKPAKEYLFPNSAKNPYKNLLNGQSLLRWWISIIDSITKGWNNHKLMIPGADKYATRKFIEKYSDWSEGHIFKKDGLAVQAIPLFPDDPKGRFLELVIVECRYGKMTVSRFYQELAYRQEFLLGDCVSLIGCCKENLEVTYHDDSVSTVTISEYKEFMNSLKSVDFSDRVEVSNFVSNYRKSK
Ecoli viability: bacterial growth inhibition, counter-screen for AddAB inhibitors | E. coli V3065 growth, OD600 absorbance, 18 h | inhibition, % at 11.9 µM | hit rate 0.27% among 330,000 | AID 449728;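 active means inhibition above the campaign's mean inhibition across all tested compounds plus 3 SD, cut at about 9.9% in these data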;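 further: uninfected addAB+ strain grown without phage in ampicillin broth; 0% = DMSO wells and 100% = ciprofloxacin 0.95 µg/ml wells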
CAL PDZ inh: human CAL PDZ-peptide interaction inhibition | inhibition, % at 20 µM | hit rate 0.02% among 330,000 | purified CAL PDZ, TMR-peptide fluorescence polarization, 1 h | Q9HD26;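 active means highest replicate inhibition of at least 40%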;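 further: plate controls were DMSO neutral control wells for no effect and unlabeled competitor peptide control wells for full effect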
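Material: tagged CAL PDZ protein CerCALP, purified; buffer or medium: sodium phosphate/NaCl buffer pH 7.4 with TCEP, IgG, Thesit; also added: fluorescent TMR peptide probe; schedule: 1 h incubation at room temperature before polarization reading; technique: fluorescence polarization from S- and P-plane intensities, G-factor corrected; control set: unlabelled peptide and DMSO controls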
phage Ecoli inh: E. coli growth loss with phage present; growth absorbance; inhibition, % at 11.9 µM; hit rate 0.26% among 360,000; in the data active means inhibition above about 11%
Wnt act: Wnt/beta-catenin pathway activation; Wnt/beta-catenin reporter cell assay, activator, plate reader; activation, % at 9.35 µM; hit rate 1.2% among 300,000; AID 743398; in the data active means activation above about 30%, passing the limit was not always enough; inconclusive means no clear call, values can overlap the other calls;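 further: 0% = neutral control wells and 100% = positive control wells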
* = called active by the depositor; ? = inconclusive; . = no result given.

compound,AddAB inh,phage Ecoli inh,PfHsp90 yeast 2,PvdQ acylase,Rtt109 Vps75,Ecoli viability,Wnt act,CAL PDZ inh,DAGLB inh,Tat transport
O=C(NCCc1ccc(C(F)(F)F)cc1)C1CCC(=O)N(CCc2cccc(F)c2)C1 (stereo not given),-1.5,2.1,1,-3,6,-2.4,3,0.1,3,3
COc1ccc2c(c1)CCc1c(C(=O)N3CCCCCC3)noc1-2,0.5,4.2,.,4,-6,-1.6,.,.,-3,-7
Cn1c(CBr)c(C(=O)c2ccc([N+](=O)[O-])cc2)c(=O)n(C)c1=O,4.9,-1.5,-3,-14,-6,5.4,8,0.9,2,0
Cc1ccc(NC(=O)CN(C)CC(=O)N(CC(C)C)c2c(N)n(CC(C)C)c(=O)[nH]c2=O)c(C)c1,1.4,6.0,12,-9,3,-0.3,-2,-1.1,-4,3
CCC(=O)N1CCN(c2ccc(OC)cc2[N+](=O)[O-])CC1,0.0,1.6,-20,-18,-3,-2.3,.,4.6,3,0
C[C@H](NC(=O)c1nc[nH]c1C(=O)NCc1ccc(CNC(=O)OC(C)(C)C)cc1)c1ccccc1,0.4,0.6,.,-9,3,0.4,-6,0.3,0,?
COc1ccc(C2C3=C(CCCC3=O)Nc3nc(C(F)(F)F)nn32)c(OC)c1OC (stereo not given),1.1,3.5,5,-13,-1,-3.3,.,0.4,-7,2
O=C(c1cccnc1NCc1ccc(F)cc1)N1CCOCC1,4.6,-0.2,16,2,3,0.5,.,0.1,-1,-7
CN(Cc1ccccc1)c1nc2c(c(=O)n(C)c(=O)n2C)n1CCCc1ccccc1,-1.3,3.2,-6,-6,10,1.5,.,-1.8,-5,5
O=C(NCCCO)NC(=S)c1cccc2ccccc12,-0.2,2.5,-1,2,0,-0.3,-2,-2.1,-1,3
C=CCC[C@H](Cc1ccc(F)cc1)C(=O)OC[C@@H](NC(=O)[C@@H](CC=C)CC(=O)N(CCO)Cc1ccccc1)C(C)(C)C,0.2,1.7,0,10,24,-0.5,-11,0.2,-10,22
COCCn1c(-c2ccc(OC)cc2)cnc1SCC(=O)Nc1ccc(OC)cc1OC,2.4,3.7,-10,20,1,3.0,-2,0.1,-2,-7

Copied from the list.
Cn1c(CBr)c(C(=O)c2ccc([N+](=O)[O-])cc2)c(=O)n(C)c1=O @ Ecoli viability = 5.4
COc1ccc2c(c1)CCc1c(C(=O)N3CCCCCC3)noc1-2 @ phage Ecoli inh = 4.2
O=C(c1cccnc1NCc1ccc(F)cc1)N1CCOCC1 @ phage Ecoli inh = -0.2

Remaining list, next part
compound,AddAB inh,phage Ecoli inh,PfHsp90 yeast 2,PvdQ acylase,Rtt109 Vps75,Ecoli viability,Wnt act,CAL PDZ inh,DAGLB inh,Tat transport
O=C(Nc1cc(C(F)(F)F)ccc1N1CCOCC1)C1CCCO1 (stereo not given),1.2,3.6,-11,-9,-1,0.9,1,1.1,-2,-8
CSc1nc2cc(C)nn2c(-c2ccccc2Cl)c1C#N,-2.9,-0.5,8,-9,-6,-1.3,0,2.0,2,4
O=C(Cn1nnc2ccccc2c1=O)NCc1ccco1,2.4,3.0,2,11,8,-0.5,.,0.3,-2,-3
Cc1ccc(OCC(=O)Nc2cccc(S(=O)(=O)NC3=NCCCCC3)c2)cc1C,2.6,-0.1,5,-1,0,-0.4,0,-1.4,-1,-5
O=C(CCc1nc2ccccc2n1-c1ccccc1)NCCO,5.6,2.8,-6,-10,1,1.5,-1,-1.4,0,-3
COc1cccc(/C=N/NC(=O)C(c2ccncc2)N2CCOCC2)c1 (stereo not given),1.4,0.5,.,.,.,-2.5,-1,.,.,.
Cc1cc(-c2nnnn2-c2cc(Cl)cc(Cl)c2)no1,1.8,-0.8,-3,-12,2,1.8,7,0.0,0,-5
O=C(N/C(=C/c1ccccc1Cl)C(=O)N1CCCC1)c1ccccc1,-0.7,2.4,2,0,19,0.3,0,-0.2,-2,10
COc1cc(C(=O)n2cnc3ccccc32)c([N+](=O)[O-])cc1OC,3.6,1.3,15,-6,-1,0.1,-1,-0.1,0,2
CCOC(=O)CNC(c1ccccc1)c1cc(Br)ccc1NC(=O)CCN1CCOCC1 (stereo not given),0.3,-0.9,.,-6,-3,-2.5,26,-1.1,3,-3
COc1cc(/C=C/C(=O)NC(=O)c2ccccc2O)ccc1O,1.0,-3.5,12,-10,8,-0.5,19,-0.5,2,-18
CC(C)n1c(SCC(=O)N2CCCCC2)nc2c1c(=O)n(C)c(=O)n2C,0.9,3.7,-11,-12,1,0.4,-1,-0.6,1,-4

No new results follow: two of the compounds above.
compound,AddAB inh,phage Ecoli inh,PfHsp90 yeast 2,PvdQ acylase,Rtt109 Vps75,Ecoli viability,Wnt act,CAL PDZ inh,DAGLB inh,Tat transport
COc1cc(/C=C/C(=O)NC(=O)c2ccccc2O)ccc1O,1.0,-3.5,12,-10,8,-0.5,19,-0.5,2,-18
CC(C)n1c(SCC(=O)N2CCCCC2)nc2c1c(=O)n(C)c(=O)n2C,0.9,3.7,-11,-12,1,0.4,-1,-0.6,1,-4

Carrying on.
compound,AddAB inh,phage Ecoli inh,PfHsp90 yeast 2,PvdQ acylase,Rtt109 Vps75,Ecoli viability,Wnt act,CAL PDZ inh,DAGLB inh,Tat transport
O=C1CC/C=C\C[C@@H](CC(=O)N(CCO)Cc2ccccc2)C(=O)N2CCC[C@H]2CO1,-1.2,-0.6,14,-13,0,-1.2,1,-0.7,4,-3
Cc1ccc(NC(=O)c2c(C)noc2C)cc1,0.3,3.7,-3,1,4,-0.7,.,1.1,-2,-2
CCN/C=C(\C#N)S(=O)(=O)c1ccc(Br)cc1,2.4,-0.7,-8,-15,-4,-1.2,4,-0.7,1,-12
CCOC(=O)c1ccc(NC(=O)c2cc(S(=O)(=O)N3CCOCC3)cn2C)cc1,0.2,2.1,5,-19,-3,-1.3,-5,-1.2,0,2
Oc1ccccc1-c1nc(N2CCCC2)c2ccccc2n1,-1.9,0.6,-3,8,-1,-0.9,0,0.2,-4,1
Cc1cc(NC(=O)c2cc(-c3ccc(O)cc3)on2)no1,2.0,1.2,7,-16,-10,3.2,?,-0.7,3,-1
NC(=O)CC(NC(=O)Cc1ccc(Br)cc1)c1ccc(NCc2ccc(F)cc2)c([N+](=O)[O-])c1 (stereo not given),-0.4,0.8,1,-14,4,-1.1,-1,-0.3,17,-9
Nc1ccc(S(=O)(=O)Nc2ccc(C(=O)c3ccccc3)cc2)cc1,0.1,0.7,-11,-7,-1,0.1,0,-0.2,0,-1
CCOC(=O)N1CCC(N(CCCOC)C(=O)Nc2ccc(CC)cc2)CC1,1.2,2.5,19,7,23,0.6,-4,-4.2,-2,-4
COc1cccc(-n2c(Cc3cc(=O)[nH]c(=O)[nH]3)nnc2SCC(=O)NC2CCCCC2)c1,4.0,1.8,-3,-10,4,1.5,-1,0.5,0,-7
CCCC(=O)c1ccc(N2CCCCC2)c(F)c1,2.5,2.0,-10,-3,-1,1.8,?,0.1,-3,-1
CCc1ccc(OCc2ccc(C(=O)OC)o2)cc1,0.8,0.1,-10,8,10,-1.9,31*,-1.0,-18,-6
Nc1c(C2=NCCO2)nnn1Cc1ccccc1,4.9,3.8,-15,7,-9,0.8,.,-0.2,1,-8
Cc1ccc(C(=O)N/C(=C\c2cccnc2)C(=O)N2CCCC2)cc1,1.6,1.7,6,1,12,-0.9,-1,0.0,-1,-9
COc1ccc(N(CC(=O)N2CCN(c3ccccc3F)CC2)S(=O)(=O)c2c(C)n[nH]c2C)cc1,2.4,3.9,-28,-4,9,-0.6,-1,-0.5,-1,9
CCn1cc(CN2CCC(C(=O)Nc3cccc(-c4cccc(OC)c4)c3)CC2)c(C)n1,2.1,0.1,5,-12,-5,0.2,0,-2.1,-2,-1
O=C(Nc1cc(S(=O)(=O)Nc2ccccc2Cl)ccc1O)c1ccc(F)cc1F,-1.8,2.1,.,-15,-2,-0.9,-4,0.1,6,1
Cn1cc(S(=O)(=O)Oc2ccccc2)c(=O)n(C)c1=O,-1.7,0.0,.,9,15,1.3,-1,-1.7,-4,2
Fc1cccc(CNc2ncnc3cc(Cl)ccc23)c1F,1.2,5.7,-5,-13,2,0.9,-4,-3.1,-1,5
OCC[C@H]1C[C@@H](O)[C@H](O)[C@@]2(OCc3ccccc32)O1,0.7,1.5,22,2,-1,-3.9,16,-0.2,-3,-13
CCCCCCCCNc1nc(Cl)nc(NCCN2CCOCC2)n1,-0.9,2.9,5,-1,1,0.7,-1,0.3,-2,17
CC(=O)c1cccc(NC(=S)NNC(=O)c2ccc(C)c([N+](=O)[O-])c2)c1,0.4,2.0,-7,5,-5,0.3,4,-1.6,7,14
CC(=O)c1ccc(NC(=O)CSc2nc(=O)n3cccc(C)c3n2)cc1,4.1,6.9,-23,-10,-3,6.2,1,-0.8,-1,-2
Cc1nc2ccc([N+](=O)[O-])cc2nc1C,-0.4,0.9,.,-16,-1,0.2,-1,0.5,-2,-14
COc1ccccc1NC(=O)CSc1ncn[nH]1,0.8,4.6,9,-8,3,0.2,.,-0.5,-2,-5
COc1ccc2[nH]cc(C(=O)NCCc3ccccc3)c(=O)c2c1,0.1,0.9,17,5,8,-2.5,-2,-1.9,-2,4
CCCCNC(=O)Nc1nc2ccccc2s1,2.2,6.0,-10,-17,7,1.3,13,-1.1,0,4
O=C(Oc1ccc2cccc(OC(=O)N3CCOCC3)c2c1)N1CCOCC1,4.0,2.4,-12,-8,-3,1.1,.,-0.1,1,-2
CCn1c(SCC(=O)Nc2cc(C)on2)nnc1-c1ccc(C)cc1,1.2,3.4,20,-7,8,1.3,1,-2.0,-2,8
CN(C)c1cccc(C(=O)OCC(=O)NC2CCCC2)c1,1.2,0.3,-7,-15,7,0.2,4,0.5,1,-1
